Bioassay records: PubChem, Icahn School of Medicine at Mount Sinai
RBX1-CUL1 inh: blocks human RBX1-Cullin-1 di-ubiquitin formation. in vitro K48 di-Ub FRET, acceptor:donor ratio, 45 min. 0.6% of 140,000 active. inhibition, % at 10 µM. AID 1347404. P62877+Q13616; in the data active = inhibition above about 25%
Target sequence (P62877 whole entry, looked up): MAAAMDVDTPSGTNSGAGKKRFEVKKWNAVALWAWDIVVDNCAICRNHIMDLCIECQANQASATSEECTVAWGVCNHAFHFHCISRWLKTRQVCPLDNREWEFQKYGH
Target sequence (Q13616 whole entry, looked up): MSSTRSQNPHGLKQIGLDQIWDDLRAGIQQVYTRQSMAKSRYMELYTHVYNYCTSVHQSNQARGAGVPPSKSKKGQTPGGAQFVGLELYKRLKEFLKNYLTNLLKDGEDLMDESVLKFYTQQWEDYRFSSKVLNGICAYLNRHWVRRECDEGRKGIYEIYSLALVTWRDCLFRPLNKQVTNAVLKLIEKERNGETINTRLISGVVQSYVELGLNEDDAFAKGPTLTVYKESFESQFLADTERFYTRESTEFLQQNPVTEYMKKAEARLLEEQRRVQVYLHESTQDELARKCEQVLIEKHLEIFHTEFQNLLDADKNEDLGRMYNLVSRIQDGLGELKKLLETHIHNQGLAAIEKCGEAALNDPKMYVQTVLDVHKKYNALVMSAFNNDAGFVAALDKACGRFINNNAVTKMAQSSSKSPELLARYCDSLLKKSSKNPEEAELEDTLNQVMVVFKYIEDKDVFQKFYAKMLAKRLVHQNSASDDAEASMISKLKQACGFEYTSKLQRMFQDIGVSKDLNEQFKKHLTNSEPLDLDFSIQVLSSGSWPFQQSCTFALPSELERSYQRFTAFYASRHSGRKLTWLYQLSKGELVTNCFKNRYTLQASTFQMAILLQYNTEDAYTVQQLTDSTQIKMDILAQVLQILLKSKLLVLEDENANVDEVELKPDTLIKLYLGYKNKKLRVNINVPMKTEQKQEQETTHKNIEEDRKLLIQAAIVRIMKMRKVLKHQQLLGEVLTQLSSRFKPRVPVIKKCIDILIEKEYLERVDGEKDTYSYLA
The depositor's hits bear a star; & = joins results of further samples. The list is partial. The share of hits here may be higher or lower than overall.

SMILES	RBX1-CUL1 inh
COc1cc2c(cc1OC)C(CSc1ccc(Cl)cc1)N(C)CC2 (stereo unspecified)	-3.3
CCCN(C(=O)CCc1nc(-c2ccc(C)cc2)no1)c1ccc(OCC)cc1	-5.6
O=[N+]([O-])c1c(O)ccc2nsnc12	0.2
CN(c1ccccc1)c1cc(Br)nc(Br)c1	6.7
O=C(CCc1ccccc1)NC1(C(F)(F)F)C(=O)N=C2C1C(=O)NC(=O)N2c1ccc(Cl)cc1 (stereo unspecified)	-0.6
COc1ccc(S(=O)(=O)NCCc2sc(-c3cccc(F)c3)nc2C)cc1	-1.6
CN(Cc1cccc2cnccc12)c1nc2nonc2nc1NC1CC1	-7.6
COc1ccc(OC)c(NC(=O)Cn2cnc3sc(C)c(S(=O)(=O)N4CCN(c5ccccc5OC)CC4)c3c2=O)c1	-4.3
CCOc1ccc2ccccc2c1CNCC(C)O (stereo unspecified)	-0.6
CC(=O)Nc1ccncc1S(=O)(=O)N(C)C(C)=O	-0.3
CC(CN1CCN(C)CC1)OC(=O)c1ccc(Cl)cc1 (stereo unspecified)	-4.9
COc1ccc(C(=O)NCc2nc(C)cs2)cc1OC1CCN(C(C)C)CC1	-0.4
Oc1ccccc1-c1nc2cnccn2c1Nc1ccc(Cl)cc1	-9.4
COc1cc(NC(=S)N2CCN(c3ncccn3)CC2)cc(OC)c1	3.6
CC(C)(C)OC(=O)N1CC=C2C(C#N)C(=N)C(C#N)(C#N)[C@H](c3ccc(C(F)(F)F)cc3)[C@H]2C1 (stereo partly specified)	10.4
Cn1c(Cc2ccccc2)nnc1SCc1ccc(Br)cc1	-1.4
CCCc1cc(CNC(=O)c2ccc(N3CCC(N(C)C)C3)nc2)on1 (stereo unspecified)	10.7
CCc1cccc(NC(=O)c2cc(-c3ccccc3)n[nH]2)c1	-7.1
O=C1Oc2c(c(=O)n(-c3ccccc3)c3ccccc23)C(=O)C1Sc1cc(Cl)c(Cl)cc1Cl (stereo unspecified)	-9.0
CCN(CC)C(=O)c1sc(NC(=O)C(C)Sc2nc(-c3ccccc3)cc(C(F)(F)F)n2)c(C(=O)OC)c1C (stereo unspecified)	8.7
O=C(Nc1ccc(-c2nc3ccccc3o2)cc1)c1ccc([N+](=O)[O-])o1	7.3
COc1cccc(C(=O)Nc2ccc3nn(-c4ccc(N(C)C)cc4)nc3c2)c1	1.6
Cc1ccc2oc(C(=O)Nc3cccc(-c4nc5ccccc5s4)c3)c(C)c2c1	-1.3&2.7
CC(C)(C)OC(=O)N1CCC(c2c(C(=O)N3CCCCC3)cnn2-c2ccc(F)cc2F)CC1	-3.7
CS(=O)(=O)C1[C@@H]2OCCC[C@@H]2S1(=O)=O (stereo partly specified)	1.0
Nc1ccc2nc(-c3ccc(O)cc3)sc2c1	2.1
CC(C)Oc1ccc(C(=O)N2CCCCC2CCN2CCCCC2)cc1 (stereo unspecified)	-2.2
Cn1c(SC/C=C/c2ccccc2)nnc1-c1ccccn1	-4.2
COc1ccc(S(=O)(=O)N2CCC(n3c(C(F)(F)F)nc4cccnc43)CC2)cc1OC	7.3
N#Cc1nc(-c2ccc(COc3ccccc3)o2)oc1N1CCCCC1	-2.5
COc1ccc(C(=O)C2CCCN(C(=O)CCc3cccs3)C2)cc1OC (stereo unspecified)	-5.0
O=c1cc(N2CCCC2)cnn1Cc1cc(F)cc(C(F)(F)F)c1	-1.6
Cc1nc2ccccc2cc1C(=O)Nc1ccc(C(F)(F)F)cc1	-8.3
O=S(=O)(c1cccc(F)c1)N1CCC(Oc2ccc(-n3cnnn3)cc2)CC1	4.7
O=C(CCc1ccccc1)NC(NCC1CCCO1)(C(F)(F)F)C(F)(F)F (stereo unspecified)	5.4
O=S1(=O)CC(Br)C2CCCCC21 (stereo unspecified)	2.1
O=C(CNC(=O)c1ccc(Cl)cc1)OCC(=O)c1ccc(F)cc1	-9.9
COc1ccc(-c2nc(CN3CCC(C(=O)NCCN(CC(C)C)CC(C)C)CC3)c(C)o2)cc1OC	4.9
Cc1ccc(S(=O)(=O)c2nnc(-c3ccccc3)s2)cc1	-7.6
CCc1ccc(NC(=O)CSc2nc(C)c(C(=O)Nc3ccccc3)c(-c3ccc(OC)c(OC)c3)c2C#N)cc1	5.8
CCOc1ccc(CNC(=O)c2cnc3sc(N4CCOCC4)nn3c2=O)cc1	4.8
COCCNC(=O)C1CC(c2cccc(Br)c2)=NO1 (stereo unspecified)	-7.1
CC1(C)CCC2=C(C1)CC1(C)CC(C)(C)CC2(SC(=N)N)C1 (stereo unspecified)	-6.4
CC1CC2=C(C(=O)c3ccccc3C2=O)C(C)O1 (stereo unspecified)	5.2
O=C(Cc1ccccc1)N1CCN(c2ccccn2)CC1	3.1
COc1ccc(C2C=NC(=O)NC2=O)cc1OC (stereo unspecified)	7.7
CC(C)/C=C/CN1CC[C@@H](N2CCC(O)CC2)[C@H](O)C1	-3.5
Clc1ccc2c(c1)C(N1CCNCC1)Cc1ccccc1S2 (stereo unspecified)	-8.9
CCOc1ccc(C#N)cc1OC	7.3
Cc1ccc(NC(=O)OC2CCCCC2)cc1NC(=O)Nc1ccc2ccccc2c1	2.7
CCS(=O)(=O)N1CCC(C(=O)Nc2ccc(C)cc2)CC1	9.3
Cc1oc(-c2cccs2)nc1CN1CCCCC1C (stereo unspecified)	-9.2
COc1ccc(C(=O)Nc2ccccc2-c2nc3ccccc3s2)c(OC)c1	0.0
COc1ccc(NCc2cc3ccc(OC)cc3n(CC(=O)Nc3cccc(OC)c3)c2=O)cc1	-5.5
CCC1CCCCN1C(=O)c1cc2c(=O)n3ccccc3nc2n1CCCOC (stereo unspecified)	3.3
Cc1cc(F)ccc1NC(=O)CCn1nc(C)c(S(=O)(=O)N2CCCCC2)c1C	-6.6
COCC1CCCN(C(=O)c2ccc(NCCc3ccco3)nc2)C1 (stereo unspecified)	-3.1
COc1cc(CNc2ccc3[nH]c(=O)[nH]c3c2)cc(Cl)c1OCC(=O)NC1CCCCC1	3.8
CC1CCCN(Cc2c(O)ccc3c(=O)c(-c4ccc5c(c4)OCCO5)coc23)C1 (stereo unspecified)	0.0
Cc1ccc(-c2ccc(C(=O)N3CCC4(CC3)CC4C(=O)N3CCN(c4ccccn4)CC3)cc2)cc1 (stereo unspecified)	-8.3
(list continues)
SMILES	RBX1-CUL1 inh
N#CC1C(=N)C(C#N)(C#N)C(c2ccc(F)c(F)c2)[C@H]2CN(Cc3ccccc3)CC=C12 (stereo partly specified)	-2.1
Cc1ccccc1OCc1ccc(-c2nc(C#N)c(N3CCCCC3)o2)o1	-1.8
CC(C)c1ccc(OCC(=O)Nc2c(Cl)ccc3nsnc23)cc1	-2.8
COc1cc(C(=O)NCC(=O)OCC(=O)Nc2cc(Cl)ccc2Cl)cc(OC)c1OC	-6.1
COc1cc(OC)cc(C(=O)Nc2cccnc2Cl)c1	-5.6
O=[N+]([O-])c1ccc(C2C3CC=CC3c3c4c(cc5ccccc35)C3C=CCC3CN42)cc1 (stereo unspecified)	-6.3
CCCc1nn(C)c(C(=O)Nc2cccc(OC)c2)c1Cl	-0.8
CCc1ccc(-n2c(=O)c3cccnc3n2CC(=O)NCc2ccc(F)cc2)cc1	-2.6
O=C(O)c1ccc(C(=O)c2c3c(=O)n(-c4ccccc4[N+](=O)[O-])c(=O)c3cc3c(=O)n(-c4ccccc4[N+](=O)[O-])c(=O)c23)cc1	-12.8
COC(=O)c1c(NC(=O)COc2ccccc2Cl)sc2c1CCC(C)C2 (stereo unspecified)	2.8
COc1cc(C2CC(=O)N(Cc3cccc(F)c3)c3ccccc3S2)cc(OC)c1OC (stereo unspecified)	0.2
O=C1c2ccccc2C(=O)N1Cc1ccsc1-c1ccccc1	6.0
Cc1ccc(CNC(=O)CCCn2c(=O)c3ccccc3n(Cc3ccc(Cl)cc3)c2=O)cc1	-7.6
CC(C)(Oc1ccc(Cl)cc1)C(=O)N1CCC(C(N)=O)CC1	-0.5
CCOc1ccc(CNC(=O)C2CCN(S(=O)(=O)c3cn(C)cn3)CC2)cc1	-8.7

5 entries from above, ordered by their value in RBX1-CUL1 inh, highest first.
SMILES	RBX1-CUL1 inh
O=C1c2ccccc2C(=O)N1Cc1ccsc1-c1ccccc1	6.0
CC(C)(Oc1ccc(Cl)cc1)C(=O)N1CCC(C(N)=O)CC1	-0.5
Cc1ccccc1OCc1ccc(-c2nc(C#N)c(N3CCCCC3)o2)o1	-1.8
N#CC1C(=N)C(C#N)(C#N)C(c2ccc(F)c(F)c2)[C@H]2CN(Cc3ccccc3)CC=C12 (stereo partly specified)	-2.1
CC(C)c1ccc(OCC(=O)Nc2c(Cl)ccc3nsnc23)cc1	-2.8

The results go on.
SMILES	RBX1-CUL1 inh
O=C(Nc1cccc(N2C(=O)CCC2=O)c1)c1ccco1	4.5
O=C1NN(c2cccc(Cl)c2)C(=O)/C1=C/c1ccc2c(c1)OCO2	1.3
CN1CCN(c2ccc(NC(=O)C3CC=CCC3C(=O)O)cc2)CC1 (stereo unspecified)	-2.4
CSC1=NC(C)=C(C(=O)OCCC#N)C(c2ccccc2)C1C#N (stereo unspecified)	6.0
COc1cccc(CNC(=O)c2cccc(-n3c(C)nc4cccnc43)c2)c1OC	-3.1
Cc1ccc(N2C(=O)C(NC(=O)c3cccc(Cl)c3)(C(F)(F)F)C3=C2CC(C)(C)CC3=O)cc1 (stereo unspecified)	-5.9
COc1ccc(C(=O)NCC(c2ccco2)S(=O)(=O)c2ccccc2)cc1 (stereo unspecified)	-2.3
C=CCNCCCCOc1ccc(Cl)cc1	1.0
Cc1ccc(NC(=O)CSc2nc3ccc(NC(=O)CSc4nncn4C)cc3s2)cc1Cl	18.5
CCCc1cc2c(cc1NC(=O)c1ccc(Oc3ccccc3)cc1)OCO2	-9.4
CCC(NC(=O)c1coc(COc2cccc3cccnc23)n1)c1ccncc1 (stereo unspecified)	-3.0
COc1cc(=O)n2c(c1C(=O)NC(C)c1ccco1)CCN(Cc1ccc(C(C)C)cc1)CC2 (stereo unspecified)	2.2
COc1ccc(OCC(=O)NC(=Nc2nc3ccccc3o2)NC(=O)COc2ccc(OC)cc2)cc1	1.3
COC(=O)c1ccc(C2C3=C(CCCC3=O)OC(=N)C2C#N)cc1 (stereo unspecified)	-9.9
CCCOc1ccc(C2C(C(=O)OCC(C)C)=C(C)N=C3SCCC(=O)N32)cc1 (stereo unspecified)	1.6
COC(=O)c1ccc(NC(=O)CC2C(=O)N(c3ccccc3)C(=O)N2Cc2cccs2)cc1 (stereo unspecified)	1.1
Cc1oc2ccc(-c3ccccc3)cc2[n+]1CCCS(=O)(=O)[O-]	3.3
CCn1c(=O)c2cc(C(=O)N3CCN(c4cccc(Cl)c4)CC3)sc2c2ccccc21	2.8
Cc1cc(C)c2oc(-c3ccc(C)c(N=Cc4cc5c(cc4[N+](=O)[O-])OCO5)c3)nc2c1	9.2
CCN1CCN(C(=O)c2ccc(OC3CCN(C(C)=O)CC3)c(OC)c2)CC1	-7.0
Cc1ccc(S(=O)(=O)CCCCCC(=O)c2ccccc2)cc1	9.9
O=C(O)C(Cc1ccccc1)NS(=O)(=O)c1cccs1 (stereo unspecified)	-1.2
COc1ccc(F)cc1C(=O)C1CCCN(C(=O)Cn2nc(Cl)ccc2=O)C1 (stereo unspecified)	12.5
Cc1cc(-c2ccccc2)c(C#N)c(=O)n1C(=O)c1ccc(C(C)(C)C)cc1	6.8
CCOC(=O)C1CCN(S(=O)(=O)c2ccc3c(c2)N(C)C(=O)CC(=O)N3C)CC1	-1.3
COc1cccc(N2CCN(C(=O)CN3CCSc4ccccc43)CC2)c1	5.2
Cc1ccc(C)c(CNC(=O)C2CCN(c3nc4ccccc4nc3C(F)(F)F)CC2)c1	0.5
COc1nc(-c2ccco2)nnc1-c1ccccc1	5.0
O=C(Nc1ccccc1F)C1CCCC1	4.9
CCOC(=O)Nc1cccc(NC(=O)c2ccc(Cl)c(Cl)c2)c1	-1.5

Continued; it opens with the five that closed the last part.
SMILES	RBX1-CUL1 inh
COc1cccc(N2CCN(C(=O)CN3CCSc4ccccc43)CC2)c1	5.2
Cc1ccc(C)c(CNC(=O)C2CCN(c3nc4ccccc4nc3C(F)(F)F)CC2)c1	0.5
COc1nc(-c2ccco2)nnc1-c1ccccc1	5.0
O=C(Nc1ccccc1F)C1CCCC1	4.9
CCOC(=O)Nc1cccc(NC(=O)c2ccc(Cl)c(Cl)c2)c1	-1.5
Cc1cccc(CSc2nc3c([nH]c4ccccc43)c(=O)n2C)c1	-2.6
c1ccc(COc2ccc(C3CC(c4ccccc4)=Nc4nnnn43)cc2)cc1 (stereo unspecified)	-6.8
CSc1ccccc1NC(=O)CCc1ccc(C)cc1	3.6
Cc1ncsc1C(=O)N1CCCC(CCc2cccc(F)c2)C1 (stereo unspecified)	1.6
CCn1c(SCc2cccc(Br)c2)nnc1-c1nonc1NC(C)=O	-4.6
COC(=O)CCC(=O)N1CCC(C2CCN(CCc3ccccc3)C2)CC1 (stereo unspecified)	-3.8
CS(=O)(=NS(=O)(=O)c1ccc(Cl)cc1)c1ccccc1 (stereo unspecified)	0.6
CCOC(=O)c1cccc(NC(=O)c2cc3c(=O)n(C)c4ccccc4c3n2C)c1	-10.9
CC1CC2=C(/C(=N/O)C1)C1(O)CC(C)CC(C)(C2)C1 (stereo unspecified)	4.5
Cc1cccc(NC(=O)c2cc(S(=O)(=O)N3CCCCC3)c[nH]2)c1C	4.1
COCc1cn(C2CCN(Cc3cc4ccccc4o3)CC2)nn1	0.8
Cc1ccc(NC(=O)CN(CCc2ccccc2)S(=O)(=O)c2ccccc2)c(C)c1	10.4
FC(F)(F)c1cc(-c2ccco2)nc(=S)[nH]1	-16.1
O=C(c1ccncc1)N1CCC(n2cc(Cc3ccccc3)nn2)CC1	-1.3
CCCCc1ccc(-c2csc(NC(=O)COc3ccc(C)c(C)c3)n2)cc1	9.2
CC(C)c1ccccc1C(O)c1ccccn1 (stereo unspecified)	18.2
CCCCNS(=O)(=O)c1ccc(NC(=O)c2c(-c3ccccc3)noc2C)cc1	4.8
COc1cc(-c2nc(Cn3nnc(C(=O)Nc4cc(C)cc(C)c4)c3C)c(C)o2)cc(OC)c1OC	-2.0
CCN(Cc1ccccc1)C(=O)c1cc2c(=O)[nH]c3ccc(C)cc3c2s1	8.7
